# NR2E3 ag-1 = activates human photoreceptor nuclear receptor NR2E3; AID 2300; inhibition of corepressor binding, % at 4.78 µM; actives 0.12% (n = 320,000); GST-NR2E3/biotin-RetCOR TR-FRET, 1536-well; Q9Y5X4;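 active = percent inhibition above the cutoff of mean plus 3 SD of all tested compounds, set per screening campaign, cut at about 20% in these data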;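 also: 0% = DMSO wells and 100% = biotin wells as full block of FRET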
# Target sequence (Q9Y5X4 whole entry, looked up): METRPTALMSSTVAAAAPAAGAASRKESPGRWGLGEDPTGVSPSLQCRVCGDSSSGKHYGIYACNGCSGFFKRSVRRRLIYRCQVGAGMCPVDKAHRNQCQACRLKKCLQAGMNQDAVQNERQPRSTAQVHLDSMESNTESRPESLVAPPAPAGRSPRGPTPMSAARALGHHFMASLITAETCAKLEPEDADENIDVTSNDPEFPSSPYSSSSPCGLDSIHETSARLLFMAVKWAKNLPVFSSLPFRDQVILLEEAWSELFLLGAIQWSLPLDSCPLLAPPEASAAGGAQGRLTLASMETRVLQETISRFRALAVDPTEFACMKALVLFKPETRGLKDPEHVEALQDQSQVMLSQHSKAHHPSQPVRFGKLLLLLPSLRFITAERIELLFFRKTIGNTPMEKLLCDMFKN
#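 System: GST-tagged NR2E3 plus biotinylated RetCOR corepressor; Amount: 1.35 nM GST-tagged NR2E3 final; Dosing: single nominal compound dose of 4.8 µM; Schedule: 5 h incubation at 4 °C; Technique: TR-FRET with europium anti-GST and streptavidin-D2, 340 nm excitation; Controls: biotin wells as high control, 0.6% DMSO wells as low control.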
# TWEAK Fn14 block = inhibitors of TWEAK-Fn14 interaction signaling | TWEAK-stimulated Fn14 reporter cells, luciferase luminescence, 8 h | inhibition, % at 10 µM | actives 2% (n = 360,000); in the data active = inhibition above about 50%
# TROY signal inh = blocks TROY-dependent signaling in reporter cells; Q293 LMP1-TROYcd NF-kB luciferase reporter, 4 h; inhibition, % at 10 µM; actives 0.98% (n = 360,000); AID 1347056;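 active = compounds whose plate-normalised and pattern-corrected inhibition of the luciferase reporter signal at the single screening dose is 50% or more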
# HIF-2a block = HIF-2a inhibition; 786-0 RCC cells HIF-2a reporter, luciferase luminescence, overnight; inhibition, % at 18.8 µM; actives 0.72% (n = 360,000); AID 624352;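 active = inhibition of the luminescence signal of 40% or more relative to plate controls, in a single-dose primary screen at 18.75 µM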
# Shn3 3UTR inh = inhibitors of Schnurri-3 3'UTR reporter in osteoblasts | Clone20 osteoblast Shn3 3'UTR firefly luciferase, 24 h | inhibition, % at 12.5 µM | actives 0.52% (n = 360,000);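 active = mean inhibition of at least 75% with every replicate also reaching 75%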;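 also: 0% = median of neutral control wells and 100% = pilot-screen positive control compound; some compounds past the cut are filed as inactive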
# C8 TRAIL sens = caspase-8 TRAIL sensitization; NB7+C8 cells + TRAIL, ATPlite viability luminescence; inhibition (viability loss, TRAIL sensitization), % at 10 µM; actives 1% (n = 360,000); AID 624354;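 active = compounds causing at least 50% loss of cell viability in the single-dose screen, relative to plate controls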
# CF NFkB inh = blocks PAF-induced NF-kB reporter in cystic fibrosis cells; KKLEB NF-kB-GFP reporter, GFP fluorescence overnight; inhibition, % at 5 µM; actives 0.86% (n = 360,000); AID 588850;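 active = at least 50% inhibition at 5 µM, scaled per plate between neutral and stimulator controls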;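 also: PAF is a Pseudomonas aeruginosa culture filtrate used as stimulus; plate controls were PAF-stimulated DMSO wells for no effect and unstimulated DMSO wells for full effect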
# Peg3 prom inh = Peg3 promoter activity inhibition | actives 1.7% (n = 360,000) | HeLa PEG-Prom luciferase reporter, luminescence, overnight | inhibition, % at 20 µM;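 active = inhibition of at least 50% at 20 µM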
# MITF TRPM1 inh = inhibitors of MITF-driven TRPM1 promoter in melanoma cells; inhibition, % at 12.5 µM; AID 488899; SK-MEL-5 TRPM1 promoter luciferase, 24 h; actives 0.83% (n = 330,000);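 active = mean inhibition across replicates of 60% or more, whatever share of single replicates reaches that level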; also: values of inactives mirror those of a sister screen read the other way
# NR2E3 ag-2 = human photoreceptor-specific nuclear receptor agonism; actives 0.35% (n = 360,000); inhibition of corepressor binding, % at 3.98 µM; CHO-S Gal4-NCOR/VP16-NR2E3 two-hybrid, luciferase; AID 602229;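 active = inhibition above the mean of all tested compounds plus 3 SD, cut at about 70% in these data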;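 also: 0% = DMSO with NR2E3 transfected cells and 100% = cells lacking NR2E3 construct; higher means lower luciferase signal from less NR2E3 corepressor binding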
# KKLEB cytotox = CF airway cell cytotoxicity counter-screen. KKLEB CF airway cells viability, ATPlite luminescence, overnight; active compounds read low; cells stimulated with P. aeruginosa culture filtrate. activity change (cytotoxicity), % at 5 µM. actives 0.36% (n = 360,000);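 active = corrected activity change at or below -50% at 5 µM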
# The depositor's hits bear a star; . = no result given. An excerpt; the hit share may differ from the screen's.
# Short keys: A = NR2E3 ag-1; B = TWEAK Fn14 block; C = TROY signal inh; D = HIF-2a block; E = Shn3 3UTR inh; F = C8 TRAIL sens; G = CF NFkB inh; H = Peg3 prom inh; I = MITF TRPM1 inh; J = NR2E3 ag-2; K = KKLEB cytotox
(1) OC(c1ccc(OCc2ccccc2)cc1)c1nnc(-c2ccccc2)o1 (stereo not drawn)
  A: 1.4; B: 15.1; C: 14.6; D: -73.0; E: 18.5; F: -15.6; G: -18.0; H: -38.2; I: -22.4; J: 41.1; K: 17.9
(2) N#Cc1c(N2CCN(C(=O)c3ccccc3Cl)CC2)nc(-c2ccccc2)c2c1CCCC2
  A: -3.0; B: 15.5; C: 9.0; D: 24.7; E: 5.4; F: 2.9; G: 18.6; H: 10.2; I: -3.4; J: -8.2; K: -15.9
(3) COc1ccccc1CN1CC(C(=O)NCc2ccc(C)c(F)c2)CCC1=O (stereo not drawn)
  A: 0.3; B: -0.7; C: -21.7; D: -20.9; E: -9.7; F: 1.9; G: -8.9; H: -11.8; I: -11.8; J: 5.4; K: 6.4
(4) CC(=O)c1cccc(NC(=S)NC(=O)c2ccc(Br)cc2)c1
  A: 4.2; B: -22.5; C: -47.5; D: -264.9; E: -53.3; F: 2.9; G: 3.2; H: -183.5; I: -65.4; J: 5.7; K: -4.5
(5) O=C(CSc1nc2cccc(F)c2c(=O)n1-c1ccccc1)Nc1ccc2c(c1)CCC2
  A: .; B: -8.5; C: -23.6; D: -5.4; E: 5.3; F: 46.9; G: -29.7; H: 2.2; I: .; J: -21.1; K: 18.9
(6) CC(=O)/C(N=Nc1ccc(-n2ccc(C(F)(F)F)n2)cc1)=C(\C)O
  A: -1.4; B: -9.8; C: -7.0; D: -71.7; E: 9.5; F: 3.9; G: -12.0; H: -49.0; I: 7.6; J: -16.9; K: 2.1
(7) CCc1nnc(NC(=O)CSc2nc3ccc(OC)cc3[nH]2)s1
  A: 0.0; B: -10.2; C: -1.7; D: -11.2; E: 5.0; F: -6.5; G: 10.1; H: 1.7; I: 3.0; J: -13.6; K: 4.0
(8) CCCCn1c(N)c(NCC(C)C)c(=O)[nH]c1=O
  A: -0.2; B: 18.7; C: 12.9; D: 10.6; E: -4.2; F: -1.5; G: 0.5; H: 16.5; I: 8.8; J: 11.0; K: 3.1
(9) COc1ccc(-c2nnc(SC)nc2-c2ccc(OC)c([N+](=O)[O-])c2)cc1[N+](=O)[O-]
  A: 2.6; B: -34.5; C: -20.3; D: -11.5; E: 7.4; F: -11.1; G: -6.4; H: -10.0; I: -8.3; J: -17.0; K: -6.5
(10) Nc1cccc2c1C(=O)N(CC(=O)NC13CC4CC(CC(C4)C1)C3)C2=O
  A: 6.5; B: -3.1; C: 4.0; D: 11.4; E: 4.0; F: -2.3; G: 5.7; H: 5.5; I: -3.0; J: 21.2; K: 0.0

# Retrieved by compound from the list above, 3 records:
# Short keys: A = NR2E3 ag-1; B = TWEAK Fn14 block; C = TROY signal inh; D = HIF-2a block; E = Shn3 3UTR inh; F = C8 TRAIL sens; G = CF NFkB inh; H = Peg3 prom inh; I = MITF TRPM1 inh; J = NR2E3 ag-2; K = KKLEB cytotox
(2) N#Cc1c(N2CCN(C(=O)c3ccccc3Cl)CC2)nc(-c2ccccc2)c2c1CCCC2
  A: -3.0; B: 15.5; C: 9.0; D: 24.7; E: 5.4; F: 2.9; G: 18.6; H: 10.2; I: -3.4; J: -8.2; K: -15.9
(4) CC(=O)c1cccc(NC(=S)NC(=O)c2ccc(Br)cc2)c1
  A: 4.2; B: -22.5; C: -47.5; D: -264.9; E: -53.3; F: 2.9; G: 3.2; H: -183.5; I: -65.4; J: 5.7; K: -4.5
(7) CCc1nnc(NC(=O)CSc2nc3ccc(OC)cc3[nH]2)s1
  A: 0.0; B: -10.2; C: -1.7; D: -11.2; E: 5.0; F: -6.5; G: 10.1; H: 1.7; I: 3.0; J: -13.6; K: 4.0

# Going on with the list:
# Short keys: A = NR2E3 ag-1; B = TWEAK Fn14 block; C = TROY signal inh; D = HIF-2a block; E = Shn3 3UTR inh; F = C8 TRAIL sens; G = CF NFkB inh; H = Peg3 prom inh; I = MITF TRPM1 inh; J = NR2E3 ag-2; K = KKLEB cytotox
(11) O=C(O)CSc1c(-c2ccccc2)c2cc(Cl)ccc2[nH]c1=O
  A: 3.2; B: -18.3; C: -5.5; D: 17.9; E: -5.7; F: -4.4; G: 4.9; H: 13.7; I: -1.9; J: 18.7; K: 5.0
(12) C=CCOC(=O)/C=C/C(=O)NC(N)=O
  A: -0.2; B: 3.7; C: 1.0; D: 9.6; E: -14.2; F: -14.1; G: -9.8; H: 11.2; I: 3.6; J: 2.7; K: 15.9
(13) CCN(CC)C(=O)[C@H]1C[C@H](CC(=O)NCc2cccc(C(F)(F)F)c2)C(=O)N2CCc3c([nH]c4cc(CCC(=O)N(C)C)ccc34)[C@]12C
  A: .; B: 8.1; C: -16.1; D: -0.7; E: 12.2; F: 3.0; G: 7.7; H: 3.4; I: 0.8; J: -8.4; K: 9.4
(14) CCN(CC)S(=O)(=O)c1ccc(NC2=NS(=O)(=O)c3ccccc32)cc1
  A: -0.1; B: -16.4; C: 13.5; D: -4.3; E: 14.8; F: -17.1; G: 8.5; H: -5.7; I: 7.3; J: 13.9; K: -8.0
(15) CC1(C)C2CC=C(/C=N/NC(=O)c3ccc(Cl)cc3)C1C2 (stereo not drawn)
  A: 2.4; B: -7.0; C: -7.4; D: -18.7; E: 10.3; F: 9.6; G: -3.7; H: -13.9; I: 6.2; J: -27.6; K: -19.7
(16) CCN(CC)C(=O)c1sc2c(c1C)c(=O)n(-c1ccc(OC)cc1OC)c(=O)n2CC(=O)c1ccccc1
  A: -4.9; B: -15.9; C: -3.2; D: 10.7; E: 4.2; F: -13.6; G: -9.6; H: 5.5; I: -2.0; J: 3.8; K: 8.3
(17) CCC(=O)Nc1nc(-c2cc([N+](=O)[O-])cs2)cs1
  A: -4.0; B: 0.9; C: -7.6; D: -31.4; E: -16.2; F: -7.3; G: -2.6; H: -112.3; I: -32.6; J: -3.3; K: -3.2
(18) CCOC(=O)c1oc2ccc(S(=O)(=O)N3CCC(C)CC3)cc2c1C
  A: 0.1; B: 9.0; C: 2.5; D: -3.3; E: 33.2; F: -4.5; G: 5.4; H: 43.0; I: -10.2; J: -17.1; K: -13.9
(19) CC1CCN(CC(=O)Nc2ccccc2-c2ccccc2)CC1
  A: -0.4; B: -6.8; C: -10.4; D: 6.0; E: 18.3; F: 5.4; G: 15.6; H: 18.1; I: -4.0; J: 26.1; K: -16.7
(20) O=S1(=O)CCC(SCc2nc3sccn3c2Br)C1 (stereo not drawn)
  A: 0.8; B: -1.9; C: 2.5; D: 3.5; E: -33.0; F: 3.8; G: 10.4; H: -2.3; I: -7.6; J: 15.2; K: 3.3

# Complete entries from above:
# CCCCn1c(N)c(NCC(C)C)c(=O)[nH]c1=O is listed with NR2E3 ag-1: -0.2; TWEAK Fn14 block: 18.7; TROY signal inh: 12.9; HIF-2a block: 10.6; Shn3 3UTR inh: -4.2; C8 TRAIL sens: -1.5; CF NFkB inh: 0.5; Peg3 prom inh: 16.5; MITF TRPM1 inh: 8.8; NR2E3 ag-2: 11.0; KKLEB cytotox: 3.1
# Nc1cccc2c1C(=O)N(CC(=O)NC13CC4CC(CC(C4)C1)C3)C2=O is listed with NR2E3 ag-1: 6.5; TWEAK Fn14 block: -3.1; TROY signal inh: 4.0; HIF-2a block: 11.4; Shn3 3UTR inh: 4.0; C8 TRAIL sens: -2.3; CF NFkB inh: 5.7; Peg3 prom inh: 5.5; MITF TRPM1 inh: -3.0; NR2E3 ag-2: 21.2; KKLEB cytotox: 0.0

# (listing goes on)
# Short keys: A = NR2E3 ag-1; B = TWEAK Fn14 block; C = TROY signal inh; D = HIF-2a block; E = Shn3 3UTR inh; F = C8 TRAIL sens; G = CF NFkB inh; H = Peg3 prom inh; I = MITF TRPM1 inh; J = NR2E3 ag-2; K = KKLEB cytotox
(21) O=[N+]([O-])c1ccc2[nH]c(O)c(N=NC3CS(=O)(=O)CC3O)c2c1 (stereo not drawn)
  A: -1.0; B: 0.9; C: -9.1; D: 14.3; E: 21.8; F: -19.9; G: -4.1; H: 1.3; I: -7.7; J: -28.0; K: -23.9
(22) C[n+]1ccccc1COc1ccc(C(C)(C)C)cc1
  A: 3.8; B: 0.7; C: 6.6; D: 4.4; E: 17.4; F: -8.3; G: 2.3; H: 7.3; I: 4.4; J: -13.2; K: 4.3
(23) COc1ccccc1CNC(=O)C(=O)NCC(c1ccco1)N1CCOCC1 (stereo not drawn)
  A: 2.0; B: -27.0; C: 17.7; D: 13.0; E: 3.0; F: -17.6; G: 10.8; H: -27.2; I: 8.3; J: 5.5; K: 4.1
(24) Cc1ccc(-c2c(C(=O)O)c(C(=O)O)c3n2CSC3)cc1
  A: 0.7; B: 12.1; C: 11.3; D: 17.4; E: -4.7; F: -0.5; G: 4.2; H: 4.4; I: -10.7; J: 12.5; K: -1.6

# Assay outcomes as filed in PubChem BioAssay.
